Screening results as filed in PubChem.
Polio RdRp inh = poliovirus RNA polymerase inhibition; P03300; % elongation, % (compound at 16.7 µg/mL); poliovirus polymerase elongation, fluorescence polarization; active compounds read low; 150,000 tested, 0.66% active; AID 588519; in the data active = % elongation below about 90%; also: some results filed as inactive read as strong as hits
Target sequence (P03300 1749-2209 limits assumed): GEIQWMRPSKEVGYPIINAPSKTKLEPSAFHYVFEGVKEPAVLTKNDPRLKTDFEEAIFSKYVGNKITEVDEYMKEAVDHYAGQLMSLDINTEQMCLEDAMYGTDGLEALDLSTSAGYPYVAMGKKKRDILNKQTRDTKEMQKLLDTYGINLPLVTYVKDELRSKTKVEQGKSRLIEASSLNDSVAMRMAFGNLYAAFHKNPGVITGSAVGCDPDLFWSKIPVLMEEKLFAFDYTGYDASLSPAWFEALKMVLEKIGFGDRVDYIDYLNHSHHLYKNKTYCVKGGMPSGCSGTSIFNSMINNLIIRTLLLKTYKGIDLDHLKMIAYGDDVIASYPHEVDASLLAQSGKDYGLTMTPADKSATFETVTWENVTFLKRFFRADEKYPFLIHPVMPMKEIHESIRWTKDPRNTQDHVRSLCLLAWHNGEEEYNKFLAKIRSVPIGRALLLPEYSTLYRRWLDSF
Polio RdRp inh FP z-score = further read-out of Polio RdRp inh, marked with its call; z-score; measured here: FP z-score; hits read low
* hit, by the source's call. These rows are one share of the data (hit frequency here may not be typical).

Start of the listing, in advance:
SMILES	Polio RdRp inh	Polio RdRp inh FP z-score
Cc1cccc(NS(=O)(=O)c2cccc(C(=O)N3CCN(C)CC3)c2)c1	106	0.4
O=C(Nc1nc2ccc(Cl)cc2s1)c1ccc(Br)s1	103	0.2
COc1ccc2cc(-c3nc(-c4cccs4)cs3)c(=O)oc2c1	92	-3.9
CSc1ncc2c(n1)-c1ccccc1N(Cc1ccccc1C)S2(=O)=O	112	0.4
CCN1C(=O)c2ccccc2S(=O)(=O)c2ccc(C(=O)NCC(OC)OC)cc21	100	-0.4
Cc1noc(C)c1CSc1nc2ccccc2nc1NS(=O)(=O)c1ccc(Cl)cc1	101	-0.3
COC(=O)C1Cc2ccccc2CN1C(=O)CSc1nc(C)cs1 (centres undefined)	105	0.2

The whole of this part, previewed entries included:
SMILES	Polio RdRp inh	Polio RdRp inh FP z-score
Cc1cccc(NS(=O)(=O)c2cccc(C(=O)N3CCN(C)CC3)c2)c1	106	0.4
O=C(Nc1nc2ccc(Cl)cc2s1)c1ccc(Br)s1	103	0.2
COc1ccc2cc(-c3nc(-c4cccs4)cs3)c(=O)oc2c1	92	-3.9
CSc1ncc2c(n1)-c1ccccc1N(Cc1ccccc1C)S2(=O)=O	112	0.4
CCN1C(=O)c2ccccc2S(=O)(=O)c2ccc(C(=O)NCC(OC)OC)cc21	100	-0.4
Cc1noc(C)c1CSc1nc2ccccc2nc1NS(=O)(=O)c1ccc(Cl)cc1	101	-0.3
COC(=O)C1Cc2ccccc2CN1C(=O)CSc1nc(C)cs1 (centres undefined)	105	0.2
OC(CN1CCCCC1)CN1c2ccccc2Sc2ccccc21 (centres undefined)	103	0.4
C=CCN(CC=C)C(=O)C[n+]1cccc(C(N)=O)c1	101	-0.1
COc1cccc(OC)c1C(=O)NCC#N	100	0
CCc1ccc(Cn2nnc(C(=O)Nc3ccc(C)cc3)c2N)cc1	101	-1.3
COc1ccccc1CNC(=O)CCc1c(C)nc2c(c(C)nn2-c2ccc(C)c(C)c2)c1C	102	-0.8
CC(=O)OC(C(=O)Nc1cccc(C)n1)c1ccccc1 (centres undefined)	102	0.1
COC(=O)/C=C1/N/C(=N/c2nc3ccccc3s2)NC1=O	100	-0.3
O=C(CCCN1C(=O)C(c2ccccc2)Oc2cccnc21)NC1CCN(Cc2ccccc2)CC1 (centres undefined)	103	0.4
Cc1cc(C(=O)OCC(=O)NCc2ccco2)c(C)n1-c1ccc(F)cc1	103	0.9
CCOC(NC(=O)Nc1ccc(Br)cc1)(C(F)(F)F)C(F)(F)F	108	0.8
N#Cc1ccccc1NS(=O)(=O)c1ccc(N2CCCCS2(=O)=O)cc1	104	-0.2
COc1ccc(OC)c(NC(=O)Cn2ccn(-c3ccc(F)cc3)c(=O)c2=O)c1	105	-0.3
COc1ccc2occ(CC(=O)Nc3ccc(S(=O)(=O)Nc4nc(C)cc(C)n4)cc3)c2c1	123	3.8

Reprinted from the part before: 2 entries; new compounds follow.
SMILES	Polio RdRp inh	Polio RdRp inh FP z-score
COc1ccc(OC)c(NC(=O)Cn2ccn(-c3ccc(F)cc3)c(=O)c2=O)c1	105	-0.3
COc1ccc2occ(CC(=O)Nc3ccc(S(=O)(=O)Nc4nc(C)cc(C)n4)cc3)c2c1	123	3.8
O=C1CCC/C(=N\Nc2ccccc2)C1	100	-0.4
c1ccc2c(c1)CCN(CCCNc1nc3ccccc3n3nnnc13)C2	97	-0.9
CNc1ccccc1-n1ccc(-c2ccccc2)n1	98	-0.8
CC(C)CC1Nc2ccc(C(=O)N3CCCCC3)cc2NC1=O (centres undefined)	101	0
CCC(C)N(CC)C(=O)C1C(=O)CC(C)(C)CC1=O (centres undefined)	99	-1.3
CCc1ccc(CNC(=O)c2ccc3c(c2)nc2n3CCC(C)C2)cc1 (centres undefined)	101	-1.6
CCOc1ccccc1NC(=O)N1CCN(C)c2ncccc21	106	0.4
Cc1ccc(CCNC(=O)C2CCCN(S(=O)(=O)c3ccc4c(c3)oc(=O)n4C)C2)cc1 (centres undefined)	111	0.9
O=C(O)/C=C/C(=O)Nc1ccc(-c2nc3ccccc3o2)cc1	100	-0.3
CCC(C)NC(N)=S (centres undefined)	99	-0.3
O=c1ccc(C(F)(F)Cl)c[nH]1	103	0
COc1ccc(C)cc1NC(=O)c1oc2ccc(S(=O)(=O)N3CCOCC3)cc2c1C	110	0.3
Cc1cccc(C(=O)N/C(=C/c2ccc(N(C)C)cc2)C(=O)O)c1	99	-0.8
CCN(CC)S(=O)(=O)c1ccc2c(c1)N(CC(=O)Nc1c(C)cccc1C)C(=O)CO2	103	-0.5
CNNCc1ccc(C(=O)NC(C)C)cc1	99	-0.2
Cc1cc(=O)n2nc(N3CCC(C(=O)NCc4ccc(Cl)cc4)CC3)sc2n1	112	0.4
O=C(Nc1cc(C(F)(F)F)ccc1Cl)c1noc2c1CCCCC2	104	0.2
O=C(O)c1ccccc1N=Nc1c(O)c2ccccc2oc1=O	106	1
Cc1[nH]c2ccccc2c1SCc1nnc(SCc2ccc(Cl)cc2)n1C	100	-0.7
CCC(=O)Nc1nnc(-c2ccc3c(c2)CCCC3)o1	101	0.1

Some values from the list:
CCC(C)NC(N)=S (centres undefined) – Polio RdRp inh FP z-score: -0.3
CCC(C)N(CC)C(=O)C1C(=O)CC(C)(C)CC1=O (centres undefined) – Polio RdRp inh FP z-score: -1.3
CCc1ccc(CNC(=O)c2ccc3c(c2)nc2n3CCC(C)C2)cc1 (centres undefined) – Polio RdRp inh FP z-score: -1.6
COc1ccc(C)cc1NC(=O)c1oc2ccc(S(=O)(=O)N3CCOCC3)cc2c1C – Polio RdRp inh: 110
O=C(O)c1ccccc1N=Nc1c(O)c2ccccc2oc1=O – Polio RdRp inh: 106
c1ccc2c(c1)CCN(CCCNc1nc3ccccc3n3nnnc13)C2 – Polio RdRp inh: 97

(listing goes on)
SMILES	Polio RdRp inh	Polio RdRp inh FP z-score
O=C(NC1CN2CCC1CC2)c1cccc(Cl)c1 (centres undefined)	105	0.3
Cc1cccc(OCCNC(=O)c2cccnc2)c1	102	0.1
O=C(O)CN1CCN(Cc2ccc(F)cc2Cl)C1=O	98	-1.3
O=C(NC(NC(=O)c1ccco1)c1ccc(Br)cc1)c1ccco1	100	-0.7
CN(C)c1nc(Nc2ccccc2)nc(N(C)C)n1	99	-0.3
COc1ccc(Cn2c(O)c(N=O)c3ccccc32)cc1	103	0.3
O=C(c1cc2ccccc2o1)N(Cc1c(F)cccc1Cl)C1CC1	111	0.3
Cc1nn(C)c(C)c1NC(=O)CSc1nccc(-c2ccc(Cl)cc2)n1	102	0.2
COc1cc(C(=O)NCCc2csc(-c3ccc(Cl)cc3)n2)cc(OC)c1OC	111	1.2
O=C(Cn1nnc2ccccc2c1=O)N1N=C(c2cccs2)CC1c1cccs1 (centres undefined)	109	0.5
Cn1cc(NC(=O)Nc2ccccc2F)c2ccccc2c1=O	84*	-3.9*
CCc1ccccc1NC(=O)C(=O)NCC(c1cccnc1)N1CCN(c2ccccc2F)CC1 (centres undefined)	112	1
COC(=O)c1ccc(C(=O)OC)c(NC(=O)c2ccccc2)c1	102	-0.1
COc1ccc(-c2c3c(=O)n(C)c(=O)n(C)c3cn2-c2cccc(N)c2)cc1	105	-0.5
CCOC(=O)c1c(C)oc2nc[nH]c(=O)c12	95	-1.7
CSc1cccc(N2C(=O)C3CC=C(C)CC3C2=O)c1 (centres undefined)	112	0.9
CCC1CN(C(=O)Nc2cccc3c2CCCC3)c2cc(C)ccc2O1 (centres undefined)	111	0.7
Cc1c(C(=O)NCc2ccc(F)cc2)sc2nc(-c3ccc(F)cc3)cn12	103	-0.8
Cc1cccc(C(=O)NCC(c2cccs2)S(=O)(=O)c2cccs2)c1 (centres undefined)	109	0.5
C=CCNS(=O)(=O)CC12CCC(CC1=O)C2(C)C (centres undefined)	101	-0.3

Whole records from above.
Profile of O=C(c1cc2ccccc2o1)N(Cc1c(F)cccc1Cl)C1CC1 : Polio RdRp inh: 111; Polio RdRp inh FP z-score: 0.3
Profile of COc1ccc(-c2c3c(=O)n(C)c(=O)n(C)c3cn2-c2cccc(N)c2)cc1 : Polio RdRp inh: 105; Polio RdRp inh FP z-score: -0.5

Later entries
SMILES	Polio RdRp inh	Polio RdRp inh FP z-score
Cc1ccc2[nH]c(=O)c(CN(Cc3ccccc3)C(=O)N(C)C)cc2c1	102	0.1
CNC1=CC(=O)CC(c2ccccc2)C1 (centres undefined)	99	-0.3
CCN1CCN(C(=O)c2cc3c(=O)n(Cc4ccc(OC)cc4)ccc3nc2C)CC1	103	1.1
COc1ccc(N2CCN(c3ncnc4onc(-c5ccc(F)cc5)c34)CC2)cc1	113	0.7
Cc1nnc(C)n1/N=C/C(Cl)=C/c1ccccc1	102	0.1
O=C(COc1ccc2oc3c(c2c1)CCCC3)Oc1ccc(-c2nnco2)cc1	103	0.4
COc1cc(C2CC(=O)Nc3c2c(C)nn3-c2nncc(-c3ccccc3)n2)cc(OC)c1OC (centres undefined)	103	-0.6
Cc1ccc(S(=O)(=O)CC2CSc3nc(N)cc(=O)n32)cc1 (centres undefined)	101	0
O=C(OCC(=O)N1CCC(Cc2ccccc2)CC1)c1ccccc1	102	0.3
N#CCOc1ccc(-c2ccccc2)cc1	100	0
Cc1ccc(F)cc1NC(=O)[C@H](C)N1C(=O)C2CC=CCC2C1=O (some centres undefined)	117	1.9
CCOC(=O)c1cnc(NCc2ccccc2OC)c2ccccc12	109	0.2
Cc1nc2ccccn2c1-c1ccnc(SCC(=O)N(c2ccccc2)C2CCCCC2)n1	103	-0.3
CCOC(=O)N1CCN(C(=O)CSc2ncnc3c2nnn3Cc2ccc(F)cc2)CC1	103	0.2
NNc1nc(OC(C(F)(F)F)C(F)(F)F)nc(N(c2ccccc2)c2ccccc2)n1	103	0.5
c1ccc2c(c1)nnn2Cc1ccc(Cn2nnc3ccccc32)cc1	101	-0.2
CC(C)(C)c1cc(CN2CCN(CCC#N)CC2)cc(C(C)(C)C)c1O	103	0.3
CCCN(CCC)C(=O)C1CCN(c2cc(C)nc3c(-c4ccc(Cl)cc4)c(C)nn23)CC1	110	1.5
O=C(Cn1nc2c(cc1=O)CCCC2)NCc1ccccc1	110	0.6
CNC(=O)c1ccc(Nc2nnc(C)c3ccccc23)cc1	104	0.1
CCOc1ccccc1C(=O)N(Cc1ccco1)Cc1ccccc1F	108	0.2
CCn1c(C(=O)NCc2cc(Br)ccc2OC)cc2oc3ccccc3c21	108	-0.5
COc1ccc(-c2noc(N(C)CC(=O)Nc3ccccc3OC)n2)cc1	101	-0.2
CCOc1c(Cl)cc(C(=O)N(Cc2ccc(N(C)C)cc2)Cc2ccco2)cc1Cl	106	-0.3
O=C(COc1ccc(F)cc1)Nc1ccc(S(=O)(=O)N(Cc2ccccc2)c2ccccc2)cc1	112	0.4
CC(=O)Nc1ccc(S(=O)(=O)Nc2cc(C)nc(C)n2)cc1	106	1.7
O=C(CCc1ccccc1O)N1CCN(c2ncccn2)CC1	109	-0.1
COC(=O)CSc1nc2c(cnn2-c2ccc(F)cc2)c(=O)[nH]1	99	-0.6
CC1(C)C2CC=C(/C=N/NC(=O)Cc3cn4ccsc4n3)C1C2 (centres undefined)	102	0.3
O=c1cnnc2sc(SCc3ccccc3)nn12	103	0.2
CCOc1ccc(C(=O)c2cn(CC(=O)Nc3cc(OC)ccc3OC)c3cc(OC)c(OC)cc3c2=O)cc1	104	-0.1
COc1ccc(-c2n[nH]c(=S)n2-c2ccccc2C)cc1OC	101	-0.1
NC(=O)OCC(O)COc1ccc(Cl)cc1 (centres undefined)	102	0.6
NC(=N/c1nc2ccccc2o1)/N=C/c1c(O)[nH]c(=O)[nH]c1=O	102	0
CCC(=O)OCC(=O)Nc1nc2ccccc2s1	102	-0.2
COc1cc(NC(=O)CCc2c(C)n(C)c3cc(-c4ccccc4C)nn3c2=O)cc(OC)c1OC	109	0.4
O=C(O)C1CCCN1c1nc(C(F)(F)F)nc2ccccc12 (centres undefined)	101	0
Cc1ccc2occ(CC(=O)Nc3c(C(=O)Nc4ccc(Cl)cc4)oc4ccccc34)c2c1	116	0.1
COc1cc(Nc2nc(SCc3ccc(Cl)cc3)nc3ccccc23)cc(OC)c1	102	-0.9
CCC1CCCCN1CCCNC(=O)c1c(C)oc2ncn(CC(C)C)c(=O)c12 (centres undefined)	102	-0.7
O=C1/C(=C\Nc2ccccc2F)S(=O)(=O)N(Cc2ccc(Cl)cc2)c2ccccc21	100	-0.3
CN(C)S(=O)(=O)c1ccc2oc(=S)[nH]c2c1	88*	-1.5*
COc1cccc(NC(=O)c2cccc(OC)c2)c1	99	-0.1
Cc1ccc(C)c(-c2nnc(NC(=O)Cc3ccccc3)o2)c1	102	-0.2
COc1ccc(C)cc1CCN	104	0.2
CC(C)OCCCNc1sc(S(=O)(=O)c2ccccc2)nc1S(=O)(=O)c1ccc(Cl)cc1	104	-0.5
CC1CCc2c(sc3nc(SCc4nc(-c5ccccc5)no4)n(C)c(=O)c23)C1 (centres undefined)	97	-0.8
O=C(OCc1cc(=O)n2cc(Br)ccc2n1)c1ccc2c(=O)n3c(nc2c1)CCC3	97	-0.8
COc1ccc(NC(=O)Cn2nc(C)c3nn(-c4ccc(Cl)cc4)c(C)c3c2=O)cc1	111	0.5
CCN1CCN(C(c2ccccc2)c2c(O)cc(C)n(Cc3ccco3)c2=O)CC1 (centres undefined)	104	-1
CCOC(=O)C(C)N1CC(=O)N(c2ccccc2)C1=O (centres undefined)	103	0.5
CN(C)c1ccc(C(CNC(=S)NCc2ccco2)c2c[nH]c3ccccc23)cc1 (centres undefined)	100	0
O=C(O)CCNCc1cccs1	102	0.2
Cc1ccc(NC(=O)Cn2c(=O)n(-c3ccc(CC(=O)NCc4ccco4)cc3)c(=O)c3ccccc32)cc1	99	-0.2
O=C(COC(=O)c1ccccc1)Nc1ccc(F)c(Cl)c1	101	-0.6
Cc1ccc2[nH]c(=O)c(-c3nc4c(C)cccn4c3NCc3ccco3)cc2c1	103	0.4
CCC(C)Sc1c(C(C)C)cnc2c1c(=O)n(C)c(=O)n2C (centres undefined)	110	0.4
CC(=O)c1ccc(NC(=O)c2ccc(-c3nc(CSc4ccc(C)cc4)c(C)o3)cc2)cc1	107	0
Cc1ccc(Nc2c3c(nc4nncn24)CCC3)cc1C	108	0
CN1C(=O)CSC1=Nc1ccc(F)cc1	103	0.5
CCC1CN(C(=O)N2CCC(C(=O)NCc3cccc(F)c3)CC2)c2cc(C)ccc2O1 (centres undefined)	105	-0.3
